Screening data as filed in PubChem.
EPAC2 antag – qHTS for Antagonist of cAMP-regulated guanine nucleotide exchange factor 2 (EPAC2): primary screen; Rap guanine nucleotide exchange factor 4 (Homo sapiens), Q8WZA2; EPAC2 GEF exchange of Rap1B-BODIPY-GDP, fluorescence; Potency, µM (top dose mostly 114 µM), without a hit: at the highest dose activity, negative = inhibition, hits mostly inhibitors; 0.18% of 360,000 active; also: % is scaled to controls: 0 for no effect and ±100 for the full control effect; nearly all actives have a fitted effect of over 45% in size; many of its hits are not listed in these tables
Target sequence (Q8WZA2 whole entry, looked up): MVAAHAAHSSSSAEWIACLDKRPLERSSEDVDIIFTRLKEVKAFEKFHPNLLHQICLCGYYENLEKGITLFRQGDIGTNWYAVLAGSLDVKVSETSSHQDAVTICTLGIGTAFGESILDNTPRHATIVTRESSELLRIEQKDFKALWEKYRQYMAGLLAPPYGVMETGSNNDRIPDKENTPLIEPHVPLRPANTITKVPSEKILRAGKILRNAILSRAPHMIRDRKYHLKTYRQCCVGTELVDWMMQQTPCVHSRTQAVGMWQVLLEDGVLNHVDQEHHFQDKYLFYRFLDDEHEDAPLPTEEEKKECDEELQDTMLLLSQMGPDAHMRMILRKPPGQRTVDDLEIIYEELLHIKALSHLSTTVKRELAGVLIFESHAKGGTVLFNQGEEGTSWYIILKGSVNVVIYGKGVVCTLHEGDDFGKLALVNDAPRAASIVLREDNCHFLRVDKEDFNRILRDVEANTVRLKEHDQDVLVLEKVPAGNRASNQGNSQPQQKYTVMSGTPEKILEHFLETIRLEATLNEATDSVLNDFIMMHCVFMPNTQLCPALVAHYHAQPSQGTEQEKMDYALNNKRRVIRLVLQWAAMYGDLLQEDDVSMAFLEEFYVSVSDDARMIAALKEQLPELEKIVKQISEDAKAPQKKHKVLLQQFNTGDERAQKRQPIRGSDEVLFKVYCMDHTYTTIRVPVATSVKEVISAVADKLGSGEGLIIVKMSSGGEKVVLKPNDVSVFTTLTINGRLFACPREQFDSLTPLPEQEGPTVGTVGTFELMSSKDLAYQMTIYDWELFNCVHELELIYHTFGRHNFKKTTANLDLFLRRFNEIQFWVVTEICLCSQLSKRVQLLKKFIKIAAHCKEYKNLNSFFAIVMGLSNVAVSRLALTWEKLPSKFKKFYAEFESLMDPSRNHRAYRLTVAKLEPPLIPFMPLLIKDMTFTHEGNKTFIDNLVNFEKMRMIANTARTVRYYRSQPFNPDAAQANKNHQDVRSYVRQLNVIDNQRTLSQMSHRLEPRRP
Nrf2 block – Nrf2 qHTS screen for inhibitors. Potency, µM (series often up to 46 µM), without a hit: at the highest dose activity change, negative = inhibition, most hits filed as inhibitors. A549 ARE-Fluc reporter, luciferase luminescence, 18-24 h. 2.1% of 360,000 active; also: % is scaled to controls: 0 for no effect and ±100 for the full control effect; nearly all actives have a fitted effect of over 60% in size
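Nrf2 function is reported as luminescence of an ARE-controlled luciferase in A549 cells. Compounds were tested at several concentrations, and a CellTiter-Fluor read on the same wells flagged cytotoxicity.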
MCF10A rerep – A quantitative high throughput screen for small molecules that induce DNA re-replication in MCF 10a normal breast cells | MCF 10A DNA re-replication, Hoechst nuclear intensity, 48 h | Potency, µM (series often up to 46.1 µM), for inactives: at the highest dose activity, positive = re-replication, actives largely listed as activators | 2.9% of 350,000 active | AID 624296, 2012; also: % of control where 0% means no effect; nearly all actives have a fitted effect of over 50% in size
Nrf2 activator – qHTS of Nrf2 Activators | AREc32 ARE-luciferase reporter (MCF7-derived line), luminescence, 24 h | Potency, µM (top dose mostly 46.1 µM), without a hit: at the highest dose activation, actives largely listed as activators | 0.31% of 410,000 active | AID 624171, 2012; also: % of control where 0% means no effect; nearly all actives have a fitted effect of over 65% in size
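Quantitative high-throughput format: AREc32 reporter cells, 1000 per well, received compound by pin transfer and were incubated 24 hr at 37 deg C, 5% CO2, before Steady-Glo luminescence detection.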
ATXN viability – Viability Counterscreen for Primary qHTS for Inhibitors of ATXN expression. S2 cells (HEK-293 line with an ATXN2-luciferase reporter) viability, CellTiter-Fluor protease fluorescence, 24 h. Potency, µM (titrated, usually from 56.7 µM), usual class: cytotoxic. AID 651635, 2014. 0.49% of 400,000 active; also: nearly all actives have a fitted effect of over 40% in size
TGFb SMAD3 inh – qHTS for Inhibitors of TGF-b; Potency, µM (titrated, usually from 46.1 µM), for the others: at the top dose activity, negative = inhibition, hits mostly inhibitors; HepG2 CAGA-GFP TGF-b/SMAD3 reporter, GFP fluorescence, 18 h; TGF-beta stimulated, 500 pg/mL final; 1.2% of 410,000 active; also: % is scaled to controls: 0 for no effect and ±100 for the full control effect; nearly all actives have a fitted effect of over 65% in size
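Using HEPG2 CAGA-GFP reporter cells at 1000 cells/well, we pinned test compounds, stimulated with recombinant TGF-beta (500 pg/mL final) and measured total well GFP after 18 h.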
HepG2 viability – qHTS for Inhibitors of TGF-b: Cytotox Counterscreen | Potency, µM (doses to about 46.1 µM), without a hit: top-dose activity change, negative = cytotoxicity, most hits filed as cytotoxic | AID 588856, 2011 | 0.76% of 410,000 active | HepG2 CAGA-GFP viability, ATP luminescence, 18 h; also: some results filed as inactive show a strong effect at the top dose
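CellTiter-Glo luminescence gave cytotoxicity after 18 hours at 37 degrees C. The cells were HepG2 CAGA-GFP in 1% FBS DMEM, stimulated with 500 pg/mL TGF-beta after compound addition. %Activity was normalised to no-cell wells (complete cell-killing) and DMSO (no toxicity), and curves were fitted and classified.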
ATXN2 expr inh – Primary qHTS for Inhibitors of ATXN expression | AID 1745845, 2022 | Potency, µM (top dose mostly 57 µM), for the others: top-dose activity change, negative = inhibition, usual class: inhibitors | HEK-293 ATXN2-luciferase reporter, luminescence, 24 h | 0.72% of 360,000 active; also: % is scaled to controls: 0 for no effect and ±100 for the full control effect; nearly all actives have a fitted effect of over 55% in size
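qHTS (up to 57 uM final) was run with 24 h compound exposure of reporter cells at 37 °C. Each well was multiplexed: SteadyGlo luminescence measured ATXN2-luciferase expression after a fluorogenic Gly-Phe-AFC viability readout (25 uM final).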
A549 viability – Nrf2 qHTS screen for inhibitors: counterscreen for cytotoxicity; 0.16% of 390,000 active; Potency, µM (top dose mostly 46 µM), for the others: top-dose activity change, negative = cytotoxicity, usual class: inhibitors; A549 ARE-Fluc cells, CellTiter-Fluor viability, 18-24 h; AID 504648, 2011; also: % is scaled to controls: 0 for no effect and ±100 for the full control effect
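A549 ARE-Fluc cells in 5% FBS OPTI-MEM, 5000 cells/well, rested 2 h then exposed to compounds in concentration-response for 18-24 h at 37 °C. Viability by CellTiter-Fluor fluorescence (Ex 405/Em 525) after 30 min; luciferase luminescence (BugLite, 15 min, RT) read afterwards.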
Numbers without * were called inactive; [ ] = remark or other dose. Calls follow the shape of the dose curve; as a rule, active = well fitted curve in the direction sought with a large enough effect; inconclusive = small, poorly fitted or top-dose-only effect, or another doubt; inactive = no such curve, though single readings can be large; an effect the other way counts as inactive or inconclusive. Potency is read from the fitted curve at half-maximal effect. This is a subset; rates above refer to the full screens.

For Cc1ccc(C(CNS(=O)(=O)c2ccc(Br)cc2)N2CCN(C)CC2)cc1 (configuration not stated) the results were EPAC2 antag -2%, Nrf2 block 11%, MCF10A rerep 1%, Nrf2 activator 2.6%, ATXN viability inactive, TGFb SMAD3 inh -13%, HepG2 viability -38%, ATXN2 expr inh 0% and A549 viability 16%.
Screening N#Cc1ccc(NC(=O)CN2C(=O)NC(Cc3ccccc3)C2=O)cc1 (configuration not stated) returned EPAC2 antag -3%, Nrf2 block -24%, MCF10A rerep -6%, Nrf2 activator -0.4%, ATXN viability inactive, TGFb SMAD3 inh -20%, HepG2 viability -23%, ATXN2 expr inh -10% and A549 viability -1%.
`CC1CCN(C(=O)c2ncn3c2c(=O)[nH]c2cccnc23)CC1` gave EPAC2 antag 4%, Nrf2 activator -0.9%, ATXN viability inactive, TGFb SMAD3 inh 4%, HepG2 viability 1% and ATXN2 expr inh 3%.
CCCn1c(SCC(=O)Nc2ccc(NC(C)=O)cc2)nc2c1c(=O)n(C)c(=O)n2C was read as EPAC2 antag 2%, Nrf2 block 21%, MCF10A rerep 2%, Nrf2 activator -0.2%, ATXN viability inconclusive, TGFb SMAD3 inh 4%, HepG2 viability 10%, ATXN2 expr inh 2% and A549 viability -15%.
Screening CCN(CC)S(=O)(=O)c1cccc(C(=O)NC(C(=O)NCCc2ccccn2)C(C)C)c1 (configuration not stated) returned EPAC2 antag 4%, Nrf2 block 8%, MCF10A rerep 12%, Nrf2 activator 0.4%, ATXN viability inactive, TGFb SMAD3 inh 9%, HepG2 viability 11%, ATXN2 expr inh 7% and A549 viability 13%.
Cc1oc2ccc(OCc3ccc(Br)cc3)cc2c1C(=O)O was read as EPAC2 antag -11%, Nrf2 block 30%, MCF10A rerep inconclusive, Nrf2 activator -0.5%, ATXN viability inactive, TGFb SMAD3 inh 1%, HepG2 viability -6%, ATXN2 expr inh 7% and A549 viability 3%.
For c1ccc2c(CN3CCOCC3)csc2c1 the results were EPAC2 antag 2%, Nrf2 block 1%, MCF10A rerep 0%, Nrf2 activator -0.1%, ATXN viability inactive, TGFb SMAD3 inh 23%, HepG2 viability 30%, ATXN2 expr inh -12% and A549 viability -6%.
Screening Cn1c(N)c(C(=O)COC(=O)c2ccc3ccccc3c2)c(=O)n(C)c1=O returned EPAC2 antag 12%, Nrf2 block 5%, MCF10A rerep 0%, Nrf2 activator -0.6%, ATXN viability inactive, TGFb SMAD3 inh 12%, HepG2 viability -7%, ATXN2 expr inh -12% and A549 viability 6%.
CON=C1CCN(c2ncc(C(F)(F)F)cc2Cl)CC1 was read as EPAC2 antag 0%[57.1 µM], Nrf2 block -21%, MCF10A rerep 4%, Nrf2 activator -0.4%, ATXN viability inactive, TGFb SMAD3 inh 1%, HepG2 viability -17%, ATXN2 expr inh -7% and A549 viability 2%.
For COC(=O)C/C=N/N=C1/NC(=O)/C(=C/C(=O)O)S1 the results were EPAC2 antag 27%, Nrf2 block -2%, MCF10A rerep 0%, Nrf2 activator 1.6%, ATXN viability inactive, TGFb SMAD3 inh 0%, HepG2 viability -2% and A549 viability -1%.
For CSc1ccccc1NC(=O)COC(=O)c1cnc(C)cn1 the results were EPAC2 antag -5%, Nrf2 block 6%, MCF10A rerep -2%, Nrf2 activator 1.9%, ATXN viability inactive, TGFb SMAD3 inh -3%, HepG2 viability 4%, ATXN2 expr inh 10% and A549 viability 10%.
CCCOc1ccc(C(=O)Nc2ccc(NC(=O)c3ccc(Br)cc3)cc2)cc1 was read as Nrf2 block -2%, Nrf2 activator -0.4%, ATXN viability inactive, TGFb SMAD3 inh -17%, HepG2 viability -46%, ATXN2 expr inh 4% and A549 viability -6%.
`O=C(N/N=C/c1cc([N+](=O)[O-])ccc1Cl)c1ccc2nc[nH]c2c1` gave EPAC2 antag 0%, Nrf2 block inconclusive, MCF10A rerep 0%, Nrf2 activator 0.4%, ATXN viability inactive, TGFb SMAD3 inh -7%, HepG2 viability 1%, ATXN2 expr inh -11% and A549 viability -7%.
Screening O=C(Cn1cc(S(=O)(=O)Cc2ccccc2F)c2ccccc21)N1CCOCC1 returned EPAC2 antag 1%, Nrf2 block 11%, MCF10A rerep 2%, Nrf2 activator 0.0%, ATXN viability inactive, TGFb SMAD3 inh 2%, HepG2 viability -18%, ATXN2 expr inh 10% and A549 viability 0%.
Screening COc1cccc(CN(C)C(=O)c2cccc(S(=O)(=O)NCc3ccccc3)c2)c1OC returned EPAC2 antag inconclusive, Nrf2 block 7.3µM*, MCF10A rerep 7%, Nrf2 activator 2.2%, ATXN viability inactive, TGFb SMAD3 inh -17%, HepG2 viability 6%, ATXN2 expr inh -16% and A549 viability -11%.
Screening CCOC(=O)c1sc(NC(=O)CSc2ncn(-c3ccccc3)n2)nc1C returned EPAC2 antag -5%, Nrf2 block -14%, MCF10A rerep 1%, Nrf2 activator 0.7%, ATXN viability inactive, TGFb SMAD3 inh 6%, HepG2 viability -2%, ATXN2 expr inh -3% and A549 viability 0%.
CCCCNC(=O)c1nc(C2CCN(S(=O)(=O)c3c(F)cccc3F)CC2)oc1-c1cccc(C(F)(F)F)c1 was read as EPAC2 antag 0%, Nrf2 activator -0.7%, ATXN viability inactive, TGFb SMAD3 inh -24%, HepG2 viability 0% and ATXN2 expr inh 0%.
CSc1ccccc1NC(=O)c1ccc([N+](=O)[O-])cc1 was read as EPAC2 antag 6%, Nrf2 block 6%, MCF10A rerep -3%, Nrf2 activator 2.2%, ATXN viability inactive, TGFb SMAD3 inh -5%, HepG2 viability 8%, ATXN2 expr inh 38% and A549 viability 2%.
CC(C)CCN1C(Nc2ccccc2)=NC[C@@H]1C was read as EPAC2 antag -1%, Nrf2 block 11%, MCF10A rerep -13%, Nrf2 activator -1.1%, ATXN viability inactive, TGFb SMAD3 inh inconclusive, HepG2 viability -2%, ATXN2 expr inh -2% and A549 viability -1%.
`COc1ccc(/C=C\c2onc(C)c2S(=O)(=O)N2CCC(C(=O)Nc3ccccc3OC)CC2)cc1` gave Nrf2 block -21%, Nrf2 activator 4.9%, TGFb SMAD3 inh inconclusive, HepG2 viability -18% and A549 viability 4%.
`CCCNCc1cc(OC)c(OCC(=O)Nc2ccccc2)cc1Br` gave EPAC2 antag 10%, Nrf2 block inconclusive, MCF10A rerep 1%, Nrf2 activator -0.3%, ATXN viability inconclusive, TGFb SMAD3 inh 15%, HepG2 viability 5%, ATXN2 expr inh 0% and A549 viability -2%.
Screening COc1ccc(NC(=O)c2cn(-c3ccccc3)nc2-c2ccncc2)cc1 returned EPAC2 antag -1%, Nrf2 block 12%, MCF10A rerep -11%, Nrf2 activator 2.5%[9.22 µM], ATXN viability inactive, TGFb SMAD3 inh 7%, HepG2 viability -19%, ATXN2 expr inh -25% and A549 viability -2%.
For COc1ccc(C)cc1NC(=O)c1c(C(=O)Nc2cccc(C)c2C)sc2nc(C)cc(=O)n12 the results were Nrf2 block -2%, Nrf2 activator -0.6%, ATXN viability inactive, TGFb SMAD3 inh -1%, HepG2 viability -19%, ATXN2 expr inh 0% and A549 viability -2%.
C=Cc1ccc(CSc2nc(-c3ccc(C)cc3)nc3c2Cc2c(CO)cnc(C)c2O3)cc1 was read as Nrf2 block 18%, Nrf2 activator 0.6%, ATXN viability inconclusive, TGFb SMAD3 inh -15%, HepG2 viability -16%, ATXN2 expr inh 3% and A549 viability -7%.
`O=C(c1ccc(NS(=O)(=O)c2ccccc2)cc1)N1CCN(Cc2ccc3c(c2)OCO3)CC1` gave EPAC2 antag -8%, MCF10A rerep 5%, Nrf2 activator 2.8%, ATXN viability inactive, TGFb SMAD3 inh -8%, HepG2 viability -19%, ATXN2 expr inh -20% and A549 viability 1%.
Screening CC(=O)Nc1ccc(NC(=O)CSc2n[nH]c(-c3cccs3)n2)cc1 returned EPAC2 antag -2%, Nrf2 block 18%, MCF10A rerep 3%, Nrf2 activator 1.8%, ATXN viability inactive, TGFb SMAD3 inh 3%, HepG2 viability -12%, ATXN2 expr inh -2% and A549 viability 3%.
For O=C(NCC12CC3CC(CC(C3)C1)C2)c1cc2n(n1)C(C(F)(F)F)CC(c1ccco1)N2 (configuration not stated) the results were EPAC2 antag 2%, Nrf2 block inconclusive, MCF10A rerep inconclusive, Nrf2 activator 4.6%, ATXN viability inactive, TGFb SMAD3 inh -19%, HepG2 viability -104%, ATXN2 expr inh 4% and A549 viability -2%.
CCOC(=O)N1CCN(C(=O)CSCC(=O)Nc2nc(-c3ccc(OC)cc3)cs2)CC1 was read as EPAC2 antag -2%, Nrf2 block 16%, MCF10A rerep inconclusive, Nrf2 activator 5.7%, ATXN viability inactive, TGFb SMAD3 inh 5%, HepG2 viability -27%, ATXN2 expr inh 7% and A549 viability 9%.
Screening CC(C)(C)NC(=O)/C=C/c1cccs1 returned EPAC2 antag -8%, Nrf2 block 13%, MCF10A rerep inconclusive, Nrf2 activator 0.9%, ATXN viability inactive, TGFb SMAD3 inh -1%, HepG2 viability 5%, ATXN2 expr inh -4% and A549 viability -3%.
`O=C(O)CCNC(=O)OCC1c2ccccc2-c2ccccc21` gave EPAC2 antag 8%, Nrf2 block 10%, MCF10A rerep -9%, Nrf2 activator -0.1%, ATXN viability inactive, TGFb SMAD3 inh -2%, HepG2 viability -24%, ATXN2 expr inh 3% and A549 viability 0%.
